# Screening results (PubChem)
# PTPN22 act: activators of human LYP (PTPN22) phosphatase. actives 0.11% (n = 96,000). recombinant LYP, DiFMUP fluorescence; 0 = plate median, 100 = signal doubled. activation, % at 2 µM. AID 697;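 active = activation at 2 µM above a set limit, the mean plus 5 SD, cut at about 37% in these data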
# CYP2C9 inh: blocks human cytochrome P450 2C9. actives 20% (n = 96,000). P11712. inhibition, % at 5 µM. CYP2C9 Supersomes, luciferin-H conversion, luminescence;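 active = blocking of liver enzyme CYP2C9 beyond about 50% at 5 µM, limit read from the data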; also: values of inactives mirror those of a sister screen read the other way
# CYP2C9 act: activators of human CYP2C9; P11712; AID 1024; recombinant CYP2C9, luciferin-H conversion, luminescence; active compounds read high; factor 1 = untreated enzyme, 0 = blocked; activation factor at 5 µM; actives 1.4% (n = 96,000);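 active = activation factor of 2 or more for CYP2C9 at a 5 µM dose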;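 also: 0 = sulfaphenazole-blocked wells and 1 = vehicle-only wells; values of inactives mirror those of a sister screen read the other way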
# LYP inh 2: LYP (human) phosphatase inhibition. Q9Y2R2. recombinant LYP catalytic domain, DiFMUP fluorescence. inhibition, % at 2 µM. actives 0.21% (n = 96,000). AID 640;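 active = inhibition at 2 µM at or above a set limit, the screen mean plus 3 SD, cut at about 24% in these data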;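 also: 0% = DMSO with enzyme and 100% = enzyme fully blocked by orthovanadate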
# PLK1 PBD inh: Plk1 (human) PBD binding inhibition; inhibition, %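 (tested at about 20 µM)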; AID 693; P53350; Plk1 PBD phosphopeptide binding, fluorescence polarization; actives 0.13% (n = 97,000); in the data active = inhibition above about 34%, passing the limit was not always enough
# Calb biofilm kill: kills Candida albicans biofilms; C. albicans biofilm + clotrimazole, Alamar Blue; AID 834; actives 0.14% (n = 85,000); inhibition, % at 6 µM;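 active = inhibition above 20%; inactive = inhibition below 20%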;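 also: preformed 24 hr biofilms exposed to compound for 48 hr; 0% = biofilm without compound and 100% = blank killed by clotrimazole plus chlorhexidine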
# PLK1 kinase inh: blocks human PLK1 kinase activity; recombinant PLK1 kinase, TR-FRET peptide phosphorylation; inhibition, % at 10 µM; actives 0.53% (n = 97,000);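 active = inhibition of 50% or more in the single-concentration screen; inactive = inhibition below 50%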;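 also: 0% = DMSO max control and 100% = H-89 dihydrochloride min control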
# EphB4 antag: antagonists of human EphB4-ephrin-B2 interaction. inhibition, % at 7 µM. actives 0.15% (n = 97,000). EphB4 LBD / TNYL-RAW-Alexa532 peptide, fluorescence polarization. AID 720;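 active = inhibition above the screen-wide mean inhibition plus 3 SD, cut at about 15% in these data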;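 also: 0% = DMSO wells and 100% = excess unlabeled TNYL-RAW peptide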
# Target sequence (P54760 whole entry, looked up, the tested form may be a part): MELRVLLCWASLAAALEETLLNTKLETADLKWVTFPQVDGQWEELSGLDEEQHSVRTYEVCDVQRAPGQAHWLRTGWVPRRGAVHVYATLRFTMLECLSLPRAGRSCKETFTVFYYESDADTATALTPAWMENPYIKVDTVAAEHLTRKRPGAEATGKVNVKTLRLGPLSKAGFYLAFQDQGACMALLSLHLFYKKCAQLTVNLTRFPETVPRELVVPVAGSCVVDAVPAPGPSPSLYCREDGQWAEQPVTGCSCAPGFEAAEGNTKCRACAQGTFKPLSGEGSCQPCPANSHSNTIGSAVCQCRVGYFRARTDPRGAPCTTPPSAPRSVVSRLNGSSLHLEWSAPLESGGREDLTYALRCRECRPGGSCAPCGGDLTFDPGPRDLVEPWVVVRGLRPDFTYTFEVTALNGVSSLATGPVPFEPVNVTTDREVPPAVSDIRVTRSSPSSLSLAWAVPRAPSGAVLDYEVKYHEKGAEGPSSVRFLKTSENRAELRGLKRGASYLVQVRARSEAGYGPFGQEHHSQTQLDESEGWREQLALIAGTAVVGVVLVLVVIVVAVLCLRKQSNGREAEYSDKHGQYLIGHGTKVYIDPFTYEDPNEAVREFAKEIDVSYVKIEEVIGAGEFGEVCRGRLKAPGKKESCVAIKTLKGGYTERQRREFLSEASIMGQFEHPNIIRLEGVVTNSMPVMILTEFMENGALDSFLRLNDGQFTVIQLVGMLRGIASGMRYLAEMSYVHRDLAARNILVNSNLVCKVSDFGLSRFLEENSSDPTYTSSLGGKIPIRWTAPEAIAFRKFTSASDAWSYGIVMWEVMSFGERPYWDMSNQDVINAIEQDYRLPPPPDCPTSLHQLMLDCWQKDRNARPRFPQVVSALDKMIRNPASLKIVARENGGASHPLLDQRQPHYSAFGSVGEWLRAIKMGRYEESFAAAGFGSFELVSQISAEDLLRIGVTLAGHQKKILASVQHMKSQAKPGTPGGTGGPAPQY
# HIV Rev-RRE inh: HIV Rev-RRE protein-RNA interaction inhibition; Rev peptide-RRE RNA binding, FRET; actives 0.79% (n = 97,000); P05866; inhibition, % at 8 µM;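 active = inhibition above the screen-wide mean plus 3 SD, cut at about 35% in these data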;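 also: 0% = median DMSO wells and 100% = median Neomycin B control wells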
# Target sequence (P05866 whole entry, looked up): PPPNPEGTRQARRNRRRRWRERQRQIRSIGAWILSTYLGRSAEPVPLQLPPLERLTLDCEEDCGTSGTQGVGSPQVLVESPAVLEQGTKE
#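 Assay system: Labelled RRE RNA duplex and labelled Rev peptide | Times: 5 min preincubation and 15 min binding, 25 °C | Detection: FRET, ex 480 nm, em 540 and 671 nm | Evaluation: % inhibition of FRET ratio versus controls | Benchmarks: DMSO wells as 0% and neomycin B wells as 100% inhibition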
# * marks the source's active call; other numbers are inactive results; nt = not tested or not shown; [ ] = remark or other dose.
item	SMILES	CYP2C9 act	PLK1 PBD inh	LYP inh 2	CYP2C9 inh	PLK1 kinase inh	PTPN22 act	EphB4 antag	Calb biofilm kill	HIV Rev-RRE inh
1	COC(=O)c1cc2sc(Cl)cc2n1CC(=O)Nc1cccc(SC)c1	0.3	0	5	75*	-19	-8	-2	2	1
2	Cn1cnc2cc(OC(=O)c3ccccc3)ccc21	0.9	-4	-7	11	-4	8	-5	6	3
3	CCOC(=O)CSc1nnc(Cn2c(=O)sc3ccccc32)n1C	1.1	-22	-3	-9	6	1	0	-5	0
4	CN(C)c1nc(N(C)C)nc(N2CCCCC2)n1	0.9	10	16	14	-12	-13	2	-6	0
5	COc1cccc(CNCC(O)(c2ccc(Cl)cc2)c2ccc(Cl)cc2)c1	0.7	9	11	32	5	-8	5	nt	13
6	O=C1C2C(C(=O)N1CC1CCCO1)C1C=CC2C12CC2 (stereo not drawn)	1.1	-3	-2	-8	-10	5	2	4	10
7	COc1ccc(-c2nn3c(C4CCCCC4)nnc3s2)cc1OC	0.4	3	2	64*	3	-3	3	11	4
8	COc1ccc(Cl)cc1NS(=O)(=O)c1cc(Cl)ccc1OC	0.9	-15	6	11	-4	-4	-3	1	2

# Brought forward from above: 6 entries; new compounds follow.
item	SMILES	CYP2C9 act	PLK1 PBD inh	LYP inh 2	CYP2C9 inh	PLK1 kinase inh	PTPN22 act	EphB4 antag	Calb biofilm kill	HIV Rev-RRE inh
3	CCOC(=O)CSc1nnc(Cn2c(=O)sc3ccccc32)n1C	1.1	-22	-3	-9	6	1	0	-5	0
4	CN(C)c1nc(N(C)C)nc(N2CCCCC2)n1	0.9	10	16	14	-12	-13	2	-6	0
5	COc1cccc(CNCC(O)(c2ccc(Cl)cc2)c2ccc(Cl)cc2)c1	0.7	9	11	32	5	-8	5	nt	13
6	O=C1C2C(C(=O)N1CC1CCCO1)C1C=CC2C12CC2 (stereo not drawn)	1.1	-3	-2	-8	-10	5	2	4	10
7	COc1ccc(-c2nn3c(C4CCCCC4)nnc3s2)cc1OC	0.4	3	2	64*	3	-3	3	11	4
8	COc1ccc(Cl)cc1NS(=O)(=O)c1cc(Cl)ccc1OC	0.9	-15	6	11	-4	-4	-3	1	2
9	CCC1Oc2ccc(C)cc2N(CC(=O)NCCCN2CCCCC2CC)C1=O (stereo not drawn)	1.1	-31	1	-8	-7	-4	2	6	9
10	Oc1c(CN2CCOCC2)cc(-c2ccccc2)cc1CN1CCOCC1	1	-15	-3	-5	-8	4	1	1	5
11	COc1ccc(S(=O)(=O)NCc2cn3c(C)csc3n2)cc1F	1	18	-4	3	-14	4	1	21*	10
12	CCCn1c(N2CCN(CC(=O)NCc3cccs3)CC2)nc2ccccc21	0.9	-14	2	12	-8	1	-3	10	6
13	COc1ccccc1NC(=O)C(C)NS(=O)(=O)c1ccc(F)cc1 (stereo not drawn)	3*	-4	1	-205	-14	-2	0	4	2
14	COc1ccc(S(=O)(=O)N2CCC(C(N)=O)(N3CCCCC3)CC2)cc1	1	6	4	-1	-8	-7	8	11	3
15	CC1(C)CC(=O)C2=C(C1)NC(=O)CC2c1cc(F)ccc1F (stereo not drawn)	1.2	-25	-8	-24	-7	7	2	-3	3
16	COc1ccc(S(=O)(=O)Nc2cc(C)ccn2)cc1	1.1	-21	1	-13	6	0	-6	5	6

# As entered above.
# PLK1 kinase inh result of no. 15 : -7
# PTPN22 act result of no. 13 : -2
# PTPN22 act result of no. 12 : 1

# (more compounds)
item	SMILES	CYP2C9 act	PLK1 PBD inh	LYP inh 2	CYP2C9 inh	PLK1 kinase inh	PTPN22 act	EphB4 antag	Calb biofilm kill	HIV Rev-RRE inh
17	COc1ccc(Cc2c(N)nc(N)nc2N)cc1	0.9	-18	-3	14	-10	6	-3	nt	1
18	Cc1ccc(C(=C2C3C=CC2C2C(=O)NC(=O)C32)c2ccc(C)cc2)cc1 (stereo not drawn)	1	3	7	3	-9	-5	5	-4	7
19	CCc1ccc(-c2nc(CN3CCC(C(=O)NCc4ccc(F)cc4)CC3)c(C)o2)cc1	0.9	6	17	6	-8	-19	9	-2	-1
20	COc1ccccc1CN1CCCC(C(=O)N(C)Cc2ccccc2)C1 (stereo not drawn)	1	-1	11	5	-7	-7	4	10	-1
21	O=C(NCCc1ccccc1)C1CCN(S(=O)(=O)c2ccc(-n3cnnn3)cc2)CC1	0.9	2	-2	5	-9	3	-2	3	12
22	Cc1c(C#N)c2ncn(CC#N)c(=O)c2n1-c1ccccc1	1.2	22	9	-16	-9	-5	-10	nt	3
23	CC1(C)Oc2ccc3ccc(=O)oc3c2C(N2CCCCC2)C1O (stereo not drawn)	1	-27	13	5	-15	-9	0	8	18
24	Cc1ccc(-c2ccc(CCC(=O)O)n2-c2ccc(O)cc2)cc1	0.8	-4	0	24	-3	4	-3	8	0

# (further entries)
item	SMILES	CYP2C9 act	PLK1 PBD inh	LYP inh 2	CYP2C9 inh	PLK1 kinase inh	PTPN22 act	EphB4 antag	Calb biofilm kill	HIV Rev-RRE inh
25	COc1ccc(CC(=O)N2CC3(C)CC2CC(C)(C)C3)cc1 (stereo not drawn)	0.8	1	-1	19	-15	4	-2	5	2
26	CC(C)(O)C(=O)NN(C(=O)c1ccccc1)c1cccc(Br)c1	1.1	6	-3	-7	-8	5	-3	7	3
27	CCn1nnnc1SCC(=O)Nc1ccc(OC)cc1	nt	-22	3	nt	-6	-2	2	5	4
28	COC(=O)CSc1nnc(CNC(=O)c2ccco2)n1-c1ccc(F)cc1	1.1	19	-3	-15	-9	1	-7	2	1
29	O=C(NCCN1CCOCC1)c1cc(-c2ccccc2)on1	1.2	-11	5	-23	-10	-8	2	2	8
30	CCCC(=O)Oc1ccccc1C1SCc2cc(C)c(C)cc2CS1	0.9	-3	-2	10	-10	8	-1	nt	14
31	C1=C(c2ccccc2)CCN(c2nc3ccccc3n3cnnc23)C1	0.7	-7	-2	34	-10	0	1	8	2
32	O=S(=O)(c1ccc(Cl)nc1)N1CCN(Cc2ccc3c(c2)OCO3)CC1	0.3	14	0	74*	-14	4	6	10	-1

# Other structures:
item	SMILES	CYP2C9 act	PLK1 PBD inh	LYP inh 2	CYP2C9 inh	PLK1 kinase inh	PTPN22 act	EphB4 antag	Calb biofilm kill	HIV Rev-RRE inh
33	CC(C)CCn1c(Oc2ccccc2Cl)nc2c1c(=O)n(C)c(=O)n2C	0.2	-11	-2	85*	-1	5	4	2	1
34	O=C(NC1CCCc2ccccc21)C1CCN(S(=O)(=O)c2cccc3nsnc23)CC1 (stereo not drawn)	1	33	-4	-3	-4	1	2	6	12
35	Cc1csc(NC(=O)c2sc3nc(-c4cccs4)ccc3c2N)n1	0.2	-43	7	81*	-16	-5	-5	-4	102*[fluorescence artefact?]
36	O=C(COc1ccc2ccccc2c1)NNC(=O)Cc1cccc2ccccc12	nt	-21	4	nt	-16	-1	0	nt	0
37	CCOc1ccccc1NC(=O)Cn1cnc2c(cnn2-c2ccc(C)c(C)c2)c1=O	0.9	-4	2	14	-19	-4	2	2	11
38	O=C(c1ccsc1)N1CCN(C(=O)c2cccs2)CC1	0.3	-1	-12	67*	-6	8	-9	2	1
39	O=C(Oc1ccc(-c2cnc3ccccc3n2)cc1)c1ccc(Br)o1	0.8	-5	5	20	-12	-5	4	-6	13
40	CC(C)CCn1cnc2c(cnn2-c2ccc(Cl)cc2)c1=O	0.3	-9	1	71*	-4	-2	0	2	6

# (more compounds)
item	SMILES	CYP2C9 act	PLK1 PBD inh	LYP inh 2	CYP2C9 inh	PLK1 kinase inh	PTPN22 act	EphB4 antag	Calb biofilm kill	HIV Rev-RRE inh
41	[O-]/[N+](=C\c1ccc(F)cc1)c1ccccc1	1	-41	13	-3	-10	-12	5	-2	12
42	O=c1[nH][nH]c(-c2ccccc2)c1C=Nc1ccccc1Cl	0.7	-15	3	31	-7	2	-8	nt	6
43	Cc1cc(N2CCN(S(=O)(=O)c3ccc4c(c3)OCCO4)CC2)n2ncnc2n1	1	0	4	3	3	-6	0	11	4
44	Cc1ccc(S(=O)(=O)Cc2cccc(C(=O)N3CCOCC3)c2)cc1	1.2	-21	0	-21	-14	0	-3	-4	-2
45	Cc1nc(C)c(-c2csc(NCCc3ccccc3)n2)s1	0.6	11	8	39	0	-4	1	3	5
46	CN1CCN(c2ccc(NC(=O)c3ccc4c(c3)OCO4)cc2)CC1	0.9	23	-10	6	-8	8	0	3	8
47	O=c1c(/C=N/O)c(Nc2ccccc2)nc2ccccn12	0.5	3	-6	50*	5	3	-9	4	2
48	C=CCNc1nc(SCC=C)nc2ccsc12	1.8	-12	7	-82	-7	-4	3	nt	8

# Remaining list, next part
item	SMILES	CYP2C9 act	PLK1 PBD inh	LYP inh 2	CYP2C9 inh	PLK1 kinase inh	PTPN22 act	EphB4 antag	Calb biofilm kill	HIV Rev-RRE inh
49	CC1=C(C(=O)Nc2ccccc2C)C(c2ccc(C)o2)N2C(=O)CSC2=N1 (stereo not drawn)	0.9	-6	-11	6	-4	10	-1	5	0
50	Cc1cc(/C=N/n2cnnc2)c(C)n1-c1ccc(OCc2ccc(Cl)cc2Cl)cc1	0.5	-6	5	46	-5	-5	4	-5	-5
51	Cn1c(=O)c2c(ncn2CC(COCc2ccccc2Cl)OCc2ccccc2Cl)n(C)c1=O (stereo not drawn)	0.8	-14	-10	21	-3	14	-3	10	6
52	O=C(CC1CCS(=O)(=O)C1)NC1CCCCC1 (stereo not drawn)	0.9	5	6	7	-4	-7	-1	nt	1
53	CC(=O)Nc1ccc2c(c1)OCCOCCOc1cc(NC(C)=O)ccc1OCCOCCOCCO2	0.9	-15	0	10	-8	3	0	nt	0
54	Cc1ccc(S(=O)(=O)NCC(=O)Nc2ccc(C(F)(F)F)cc2)cc1	0.9	5	-4	9	-15	2	-5	6	6
55	CCOc1cc(-c2c(C#N)c(N)nc3c2CCCC3C)ccc1O (stereo not drawn)	0.8	2	2	21	-2	-3	0	-3	9
56	COc1ccc(CN2CCn3ncc(C(=O)Nc4cc(C)cc(C)c4)c3C2=O)cc1	1	27	16	-3	0	-14	3	6	4

# Whole records, quoted from the list. Values in the order: CYP2C9 act	PLK1 PBD inh	LYP inh 2	CYP2C9 inh	PLK1 kinase inh	PTPN22 act	EphB4 antag	Calb biofilm kill	HIV Rev-RRE inh
# Record of `O=C(CC1CCS(=O)(=O)C1)NC1CCCCC1` (stereo not drawn) = 0.9	5	6	7	-4	-7	-1	nt	1
# Record of `Cc1ccc(S(=O)(=O)NCC(=O)Nc2ccc(C(F)(F)F)cc2)cc1` = 0.9	5	-4	9	-15	2	-5	6	6

# The results go on.
item	SMILES	CYP2C9 act	PLK1 PBD inh	LYP inh 2	CYP2C9 inh	PLK1 kinase inh	PTPN22 act	EphB4 antag	Calb biofilm kill	HIV Rev-RRE inh
57	O=C(NCCc1ccccn1)c1ccc(COc2ccccc2)o1	0.9	-15	-3	13	2	1	1	nt	0
58	CC(C)C1=NN(C(=O)c2cccnc2)C(O)(C(F)(F)F)C1 (stereo not drawn)	0.8	36	0	20	-19	2	-1	nt	9
59	CCN(CC)CCNC(=O)c1cc2c(-c3ccc(Cl)cc3)nn(C)c2s1	0.8	24	-4	18	-9	1	3	-15	4
60	COc1cccc(N2CCN(C(=O)C3CCCN(S(=O)(=O)c4cnc[nH]4)C3)CC2)c1 (stereo not drawn)	0.6	7	-7	37	0	5	5	-5	7
61	COc1ccc(S(=O)(=O)N(Cc2ccccc2)Cc2nc3ccccc3c(=O)[nH]2)cc1	0.5	20	-6	49	-10	4	-2	4	11
62	Cc1ccsc1C1C2=C(CCCC2=O)Nc2ncnn21 (stereo not drawn)	0.9	-10	5	13	61*	-4	3	4	8
63	CC(=O)N1CCN(c2ccc(NC(=O)c3ccc(N4CCCC4)c([N+](=O)[O-])c3)cc2Cl)CC1	0.7	-9	7	29	-9	-2	-4	nt	-4

# An unsorted share of the library; overall some 20% were active at least once.
